Bioassay records deposited in PubChem BioAssay by several laboratories.
hERG rescue = shields human hERG channel from block by proarrhythmic agents; Q12809; activation (rescue from dofetilide block), less the hit threshold, % at 10 µM; 310,000 compounds, 0.51% hits; CHO-hERG, FluxOR thallium flux, dofetilide IC70 present;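 active = activation above the mean of controls blocked by dofetilide plus 5 SD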;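 also: thallium influx through hERG after potassium depolarization seen as dye fluorescence rise; in these data hits start at about 4.7%; inactives centre near -7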
KCNK3 inh = human KCNK3 channel inhibition, primary screen | O14649 | CHO-KCNK3 thallium flux, FluxOR fluorescence; active compounds read low | B-score at 10 µM | 340,000 compounds, 0.84% hits;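 active = B-score under library mean minus 4 SD, starting fluorescence ratio at most library mean plus 5 SD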;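 also: more negative B-score means stronger inhibition of thallium flux through KCNK3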
PolyA inhibitor = yeast polyadenylation inhibition | 300,000 compounds, 0.02% hits | calls only at 12 µM | S. cerevisiae SKY197-pL101 polyadenylation reporter, beta-gal luminescence; efflux-impaired pdr1/pdr3 knockout yeast; score 100 = 6 SD above DMSO;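 active = lowest replicate activity score at least 50, where 100 means six control SD above control mean; inconclusive = lowest score under 50 but half or more replicates reach 50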;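 also: yeast exposed to compound for 9 h at 30 °C; higher score means more reporter readthrough which indicates perturbed polyadenylation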
GSK3beta inhib = blocks human GSK3beta kinase activity; P49841; GST-GSK3beta kinase, ADP-Glo luminescence, 60 min; active compounds read low; activity score (negative = inhibition), % at 10 µM; 300,000 compounds, 0.038% hits; AID 2097;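 active = more than half of replicate wells score below -50%, meaning over 50% inhibition versus plate controls; inconclusive = some replicates but at most half score below -50%; inactive = no replicate scores below -50%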;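 also: 0% = median DMSO wells and -100% = median GW8510 positive control wells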
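Assay system: GST-tagged human GSK3beta kinase, cell-free; Input: 1.6 ng GSK3beta; Medium: Tris/MgCl2 kinase buffer; Timing: 60 min enzyme reaction, room temperature; Signal: ADP-Glo luminescence quantifying ADP generated by kinase; Evaluation: score relative to plate controls; Benchmarks: DMSO neutral wells and GW8510 at 20 µM as positive.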
DYRK1A inh = Dyrk1A (rat) kinase inhibition | 310,000 compounds, 0.43% hits | ADP-Glo luminescence, NFATc1 peptide | Q63470 | inhibition, % at 12.5 µM; in the data active = inhibition above about 50%;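 also: plate controls were vehicle with enzyme for no effect and no enzyme for full effect; many of its hits are not listed in these tables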
RGS4 act = RGS4 potentiation or activation | HEK293 M3R/inducible RGS4, carbachol calcium flux Fluo4; active compounds read low | B-score at 10 µM | 310,000 compounds, 0.92% hits | AID 463111;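 active = B-score of the integrated calcium signal more than 4 SD below the library mean, with starting fluorescence not abnormally high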;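 also: negative B-score means reduced calcium response which marks RGS4 activation or potentiation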
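Material: M3R-expressing HEK293 line, RGS4 induced by doxycycline | Schedule: Overnight RGS4 induction, 30 min dye load 37 °C, 20 min compound RT | Measured by: Fluo4 fluorescence kinetic imaging of calcium | Read-out: Integrated calcium ratio converted to B score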
GSK3 alpha inh = inhibitors of human GSK-3 alpha kinase; 320,000 compounds, 0.1% hits; inhibition, % at 10 µM; P49840; ADP-Glo luminescence, 60 min;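 in the data active = inhibition above about 50%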;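 also: GST-tagged GSK-3 alpha with peptide substrate and 25 µM ATP; 0% = DMSO neutral wells and 100% = GW8510 positive control wells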
KCNK9 block = human KCNK9 channel inhibition; Q9NPC2; HEK293 KCNK9, FluxOR thallium flux fluorescence; active compounds read low; B-score at 10 µM; 310,000 compounds, 1.2% hits; AID 488922;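 active = ratio B-score over 3 SD below the library mean, with starting fluorescence within 5 SD of its mean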;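 also: negative B-score means less thallium flux so channel inhibition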
Target sequence (Q9NPC2 whole entry, looked up): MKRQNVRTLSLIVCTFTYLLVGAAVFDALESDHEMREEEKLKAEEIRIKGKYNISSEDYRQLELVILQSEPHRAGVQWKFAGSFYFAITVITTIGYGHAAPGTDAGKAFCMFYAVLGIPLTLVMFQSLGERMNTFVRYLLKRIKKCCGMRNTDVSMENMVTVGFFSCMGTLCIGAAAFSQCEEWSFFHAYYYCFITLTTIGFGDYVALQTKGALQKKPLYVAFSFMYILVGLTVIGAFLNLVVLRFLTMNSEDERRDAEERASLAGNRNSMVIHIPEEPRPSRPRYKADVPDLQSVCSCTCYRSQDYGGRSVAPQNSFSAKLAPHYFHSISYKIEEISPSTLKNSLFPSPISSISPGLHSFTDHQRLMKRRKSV
HDAC3 inh = blocks human histone deacetylase 3. O15379. recombinant HDAC3, fluorogenic peptide/trypsin coupled, fluorescence. inhibition, % at 8.3 µM. 320,000 compounds, 0.15% hits. AID 2718; in the data active = inhibition above about 26%, passing the limit was not always enough; inconclusive = no clear call, values can overlap the other calls
KCNQ1 pot = potentiators or activators of human KCNQ1 potassium channel | CHO-K1 KCNQ1, thallium flux FluxOR fluorescence; active compounds read high | B-score at 10 µM | 310,000 compounds, 0.35% hits;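 active = fluorescence ratio B-score, a plate-corrected score, at least three library SD, with initial intensity B-score within 5 SD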
Target sequence (P51787 whole entry, looked up): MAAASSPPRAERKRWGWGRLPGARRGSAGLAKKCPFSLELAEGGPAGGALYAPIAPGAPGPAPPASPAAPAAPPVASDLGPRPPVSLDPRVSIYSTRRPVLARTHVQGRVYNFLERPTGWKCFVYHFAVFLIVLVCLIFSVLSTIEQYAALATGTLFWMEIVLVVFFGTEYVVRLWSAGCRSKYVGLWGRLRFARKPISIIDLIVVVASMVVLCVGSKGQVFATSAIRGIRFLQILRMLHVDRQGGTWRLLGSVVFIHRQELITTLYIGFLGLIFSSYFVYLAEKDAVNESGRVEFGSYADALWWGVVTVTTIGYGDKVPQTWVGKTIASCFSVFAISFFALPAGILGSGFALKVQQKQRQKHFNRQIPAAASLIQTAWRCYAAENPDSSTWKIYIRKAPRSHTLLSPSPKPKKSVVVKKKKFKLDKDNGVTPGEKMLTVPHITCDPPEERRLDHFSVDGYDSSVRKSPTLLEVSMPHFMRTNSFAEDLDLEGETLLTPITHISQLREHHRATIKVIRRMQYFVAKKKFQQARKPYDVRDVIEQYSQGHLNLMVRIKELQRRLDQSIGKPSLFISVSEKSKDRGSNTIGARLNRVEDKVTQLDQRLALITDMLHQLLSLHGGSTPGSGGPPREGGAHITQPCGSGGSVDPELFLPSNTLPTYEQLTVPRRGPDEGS
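Medium – assay buffer, equal DMSO in all wells · Material – CHO-K1 cell line with stable KCNQ1 potassium channel expression · Signal – kinetic FluxOR thallium fluorescence, 10-s 1-Hz baseline, 110-s post-stimulus read · Compound – single concentration per compound, DMSO matched to controls · Schedule – 37 °C overnight plating, 90-min dark dye load, 20-min compound pretreatment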
KCNQ1 inh = human KCNQ1 channel inhibition. P51787. CHO-K1 KCNQ1, FluxOR thallium flux fluorescence; active compounds read high. B-score at 10 µM. 310,000 compounds, 1.3% hits;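 active = compounds whose thallium flux B-score, printed positive for inhibition, exceeds three library SD while starting fluorescence stays within three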;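 also: channel opened by potassium depolarization with thallium stimulus after 20 min compound exposure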
Active calls of the source: *; i = inactive; ? = inconclusive; / = not tested or not shown. Only part of the results is shown, so the mix of outcomes need not match the whole.

structure,hERG rescue,KCNK3 inh,PolyA inhibitor,GSK3beta inhib,DYRK1A inh,RGS4 act,GSK3 alpha inh,KCNK9 block,HDAC3 inh,KCNQ1 pot,KCNQ1 inh
CCCNC(=O)COC(=O)c1n[nH]c2ccccc12,-12,i,i,1,-1,i,3,i,-1,i,i
Cc1nn(C(=O)N(C)C)c(C)c1CN1C(=O)c2ccccc2C1=O,-1,i,i,-3,6,i,-3,i,2,i,i
COc1ccc(-c2cc(C(F)(F)F)nc(N3CCN(Cc4ccccc4)CC3)n2)cc1OC,-9,i,i,0,7,i,-1,i,3,i,i
Cc1cccc(OCc2nnc(SCc3cc(=O)[nH]c4ccccc34)n2-c2ccccc2)c1,-8,i,i,4,0,i,0,i,3,i,i
CC(C)NC(=O)CSc1nc(Cc2cccs2)nc2ccccc12,-4,i,i,-1,6,i,0,i,7,i,i
Cc1ccc([N+](=O)[O-])cc1NC(=O)c1ccc(CSc2ccccc2)cc1,-2,i,i,0,2,i,2,i,-7,i,i
CCn1c2ccccc2c2cc(NC(=O)CSc3nnc(C4CC4)n3Cc3ccco3)ccc21,-7,i,i,2,-3,i,2,i,-1,i,i
COc1cc(C(CC(=O)Nc2ncccc2C)N2Cc3ccccc3C2=O)cc(OC)c1OC (centres undefined),-6,i,i,-4,-2,i,-4,i,12,i,i
Nc1nonc1C(=O)NC(c1ccccc1)c1ccccc1,0,i,i,3,-11,i,-4,i,11,i,i
Nc1cc(S(=O)(=O)Nc2ccccc2Cl)ccc1N1CCOCC1,-9,i,i,1,-7,i,-1,i,1,i,i
COc1ccc(-c2nnc3ccc(SCC(=O)N4CCOCC4)nn23)cc1,-23,/,/,-2,/,i,4,i,0,i,i
COc1cccc(C2NC(=O)CCC2[N+](=O)[O-])c1OC (centres undefined),-8,i,i,3,0,i,0,i,0,i,i
CC1CCCC(C)N1CCCNC(=O)CN1C(=O)COc2ccc(S(=O)(=O)N3CCOCC3)cc21 (centres undefined),-8,i,i,1,1,i,1,i,-1,i,i
COc1cc(CN2CCCC(C(=O)N3CCc4ccccc4C3)C2)cc(OC)c1OC (centres undefined),-6,i,i,-3,1,i,7,i,-1,i,i
Cc1ccc(C=Nc2cccnc2N)cc1,-4,i,i,1,1,i,0,i,1,i,i
O=C1c2ccccc2-c2cccnc21,-3,i,i,-3,12,i,0,i,0,i,i
COc1nc(C)c2cc(C)oc2n1,-6,i,i,-1,2,i,-3,i,-3,i,i
CCOc1ccc(S(=O)(=O)N2CCC(C(=O)N3CCOCC3)CC2)cc1C,-12,i,i,5,6,i,1,i,-2,i,i
Cc1ccc(-c2nc(Nc3ccc(N4CCOCC4)cc3)c3ccccc3n2)cc1,-6,i,i,0,33,i,0,i,-1,i,i
CCn1nc(C(=O)OCC(=O)c2ccc3c(c2)OCCO3)c2ccccc2c1=O,-8,i,i,/,7,i,-2,i,7,i,i
CN(C[C@H](Cc1ccccc1)N(C[C@@H](CC1CCCCC1)N(CCc1ccccc1)N=O)N=O)N=O,-5,i,i,1,-2,i,0,i,6,i,i
Cc1cc2c(sc3ccccc32)c(C)n1,-13,i,i,-1,0,i,1,i,-1,i,i
CCOC(=O)C1CCN(C(=O)CCc2ccc(S(=O)(=O)NCC(C)C)cc2)CC1,-5,i,i,-3,3,i,3,i,-2,i,i
O=C(O/N=C1/CCCc2occc21)c1ccc(F)cc1,2,i,/,-2,-1,i,3,i,17,i,i
CCn1c(SCC(=O)Nc2ccc(NC(C)=O)cc2)nc2c1c(=O)n(C)c(=O)n2C,-6,i,i,1,-7,i,2,i,-6,i,i
COc1ccc(CNC(=O)c2cccc(NC(=O)c3ccccc3)c2)cc1,-9,i,i,4,-8,i,-1,i,4,i,i
COc1ccc(S(=O)(=O)Cc2ccc(C(=O)N3CCN(c4ccc(Cl)cc4)CC3)o2)cc1,-6,i,i,2,-8,i,3,i,-5,i,i
Cc1ccc(C)c(C(=O)CN2C(=O)CCC2=O)c1,-5,i,i,1,-2,i,-1,i,4,i,i
Cc1ncoc1C(=O)Nc1ncc([N+](=O)[O-])s1,-5,i,i,0,8,i,-9,i,2,i,i
COc1ccc(S(=O)(=O)Nc2nc3ccccc3nc2Nc2ccc3c(c2)OCO3)cc1,-10,/,i,-1,/,i,0,i,11,i,i
Cc1oc2c(cc(NS(=O)(=O)c3ccc(Cl)cc3)c3ccccc32)c1C(=O)O,-6,i,/,-7,-3,i,/,i,4,i,i
Cc1cc2c(c(=O)n1Cc1ccccn1)C(C(C)C)C(C#N)=C(N)O2 (centres undefined),-6,i,i,4,4,i,-1,i,-12,i,i
O=[N+]([O-])c1ccc(O)c(C=Nc2ccc3c(c2)OCO3)c1,-11,i,i,0,0,i,-1,i,4,i,i
COc1ccc(CCNC(=O)C2CCN(C(=O)c3ccc(F)cc3)CC2)cc1,-3,i,i,1,4,i,0,i,-2,i,i
COc1ccccc1NC(=O)NC1CCCCCCC1,-4,i,/,-2,1,i,/,i,-6,i,i
CN(CCOc1ccc(-c2ccn(S(=O)(=O)c3c(Cl)cccc3Cl)n2)cc1)c1ccccn1,-17,i,/,2,1,i,-2,i,0,i,i
Cc1ccc(C(=O)N/C(=C\c2ccco2)C(=O)NCc2cccnc2)cc1,-9,i,i,2,6,i,2,i,-4,i,i
Clc1ccc(-n2nnnc2-c2ccno2)cc1,0,i,i,3,/,i,-1,i,1,i,i
Cc1ccc(CNC(=O)c2ccc(NC(=O)CCS(=O)(=O)c3cccs3)cc2)cc1,-14,i,i,3,-1,i,/,i,?,i,i
CCn1cc(C(=O)N[C@@H](CCSC)C(=O)NCCCOC)c(=O)c2cc3c(cc21)OCO3,-5,i,i,0,1,i,1,i,3,i,i
CCOC(=O)CNC(=O)C1(c2ccccc2)CCCC1,-22,i,i,2,2,i,1,i,-5,i,i
CC(C)CNc1oc(-c2ccc(F)cc2)nc1C#N,-3,i,i,2,12,i,-1,i,-37,i,i
Cc1ccc(CN(C(=O)c2cc(=O)c3cc(Cl)c(C)cc3o2)C2CCS(=O)(=O)C2)cc1 (centres undefined),-12,i,i,-5,9,i,2,i,2,i,i
CN(C)c1nc(Oc2ccc(N)cc2)nc(N(C)C)n1,-5,i,i,4,0,i,-3,i,2,i,i
COc1ccc(NC2=NCC(=O)N2c2ccccc2F)c(OC)c1,-3,i,i,-11,-4,i,-1,i,3,i,i

Five records drawn at random from the list so far, as already listed:
structure,hERG rescue,KCNK3 inh,PolyA inhibitor,GSK3beta inhib,DYRK1A inh,RGS4 act,GSK3 alpha inh,KCNK9 block,HDAC3 inh,KCNQ1 pot,KCNQ1 inh
Cc1ccc(C(=O)N/C(=C\c2ccco2)C(=O)NCc2cccnc2)cc1,-9,i,i,2,6,i,2,i,-4,i,i
COc1ccc(CCNC(=O)C2CCN(C(=O)c3ccc(F)cc3)CC2)cc1,-3,i,i,1,4,i,0,i,-2,i,i
CCn1cc(C(=O)N[C@@H](CCSC)C(=O)NCCCOC)c(=O)c2cc3c(cc21)OCO3,-5,i,i,0,1,i,1,i,3,i,i
CC(C)CNc1oc(-c2ccc(F)cc2)nc1C#N,-3,i,i,2,12,i,-1,i,-37,i,i
COc1ccccc1NC(=O)NC1CCCCCCC1,-4,i,/,-2,1,i,/,i,-6,i,i

The results go on:
structure,hERG rescue,KCNK3 inh,PolyA inhibitor,GSK3beta inhib,DYRK1A inh,RGS4 act,GSK3 alpha inh,KCNK9 block,HDAC3 inh,KCNQ1 pot,KCNQ1 inh
Cc1ccc(NC(=S)N2CCN(S(=O)(=O)c3c(F)cccc3F)CC2)cc1C,-3,i,i,3,2,i,-1,i,0,i,i
Cn1c(SCC(=O)N2CCc3ccccc3C2)nnc1-c1cccs1,-17,i,i,3,7,i,-1,i,3,i,i
CC(C)C(=O)OCCN=C1NS(=O)(=O)c2ccccc21,-11,i,i,1,4,i,-3,i,-4,i,i
Cc1cccn2c(Nc3ccccc3)c(-c3ccccn3)nc12,-11,i,i,-5,5,i,-1,i,5,i,i
CC(=O)N1c2ccc(S(=O)(=O)NCCC(=O)Nc3ccc(F)cc3)cc2CC1C (centres undefined),-10,i,i,3,-2,i,0,i,-1,i,i
COc1cc(/C=C(/NC(=O)c2ccccc2)C(=O)Nc2ccc(O)cc2)c([N+](=O)[O-])cc1OC,-7,i,i,2,3,i,-4,i,1,i,i
O=C(NCc1ccccc1Cl)c1ccc2c(=O)n(CCCN3CCCC3=O)c(=S)[nH]c2c1,-10,i,i,1,3,i,1,i,4,i,i
CC(C)C(C(=O)Nc1ccc2c(c1)OCCOCCOCCOCCO2)N1C(=O)c2ccccc2C1=O (centres undefined),-7,i,i,4,-3,i,/,i,2,i,i
Cc1cc(OCC(O)CN(CCO)CCO)ccc1Cl (centres undefined),-6,i,i,0,0,i,0,i,7,i,i
CCNc1nc(OC)nc(N(OC)S(=O)(=O)c2ccc(C)cc2)n1,-8,i,i,2,-3,i,1,i,7,i,i
COCCNC(=O)C(=O)Nc1ccc(Cl)cc1C,-4,i,i,3,1,i,0,i,-3,i,i
CCOC(=O)/C(C#N)=C/Nc1ccsc1C(C)=O,-2,i,i,1,0,i,5,i,-1,i,i
COc1ccc(OCC(=O)N2CCOCC2)cc1,0,i,i,2,1,i,-1,i,-1,i,i
O=C(O)/C=C/C(=O)NNC(=O)c1ccc(Cl)cc1Cl,-7,i,i,-2,-1,i,9,i,-1,i,i
CC(=O)CC(C)=NCCN=C(C)CC(C)=O,-2,i,i,2,2,i,-5,i,?,i,i
CCCC(=O)Nc1ccc2oc(-c3ccncc3)nc2c1,-8,i,i,1,1,i,3,i,-8,i,i
